# Compound activity (PubChem)
# Growth percent in the NCI-60 one-dose screen (48 h, 10 µM unless noted): 100 = growth as untreated, 0 = no growth, -100 = all killed.
# SNB-75: SNB-75 CNS cancer | actives 5% (n = 79,000)
# A498: A498 renal cancer cells; actives 5.4% (n = 76,000); AID 1794774
# ACHN: ACHN renal cancer | actives 4.9% (n = 81,000) | AID 1794771
# SF-539: SF-539 CNS cancer; actives 6.8% (n = 81,000)
# SF-268: SF-268 CNS cancer cells | actives 3.1% (n = 82,000)
# RXF 393: RXF 393 renal cancer cells; actives 6.9% (n = 77,000)
# CAKI-1: CAKI-1 renal cancer; actives 4.7% (n = 75,000); AID 1794772
# SNB-19: SNB-19 CNS cancer cells | AID 1794751 | actives 2.5% (n = 81,000)
# Starred values were filed as active, the others as inactive; . = no result given; & = joins results of further samples; [ ] = dose if it differs, or a comment. Rule for the calls: active = growth percent below 10; inactive = the rest.
compound	SNB-75	SF-539	SNB-19	CAKI-1	ACHN	RXF 393	A498	SF-268
O=C(CCCn1c2c(sc3ccccc32)c(=O)n2nnc(-c3ccccc3)c12)NCCc1cnc[nH]1	-55*	-97*	27	-84*	-19*	-67*	27	-49*
Cn1c(C#N)ccc1-c1cc(F)cc(C(=O)NC2CCCC2)c1	97	101	111	90	110	117	104	99
O=C(CSc1nc2ccccc2c(=O)n1-c1ccc(S(=O)(=O)Nc2ccc(Cl)nn2)cc1)NCc1ccccc1	88	100	100	86	103	82	82	99
O=C(c1sc(-c2ccccc2)cc1O)N1CCOCC1	94	99	99	98	103	95	83	90
O=C1/C(=N/Nc2ccc(Cl)cc2)CCCc2ccccc21	96	97	92	74	97	102	.	93
COc1ccccc1NC(=O)c1nc(-c2cc(OC)c(OC)c(OC)c2)n(-c2ccc(F)c(F)c2)n1	68	92	82	.	85	92	64	92
C=C1C(=O)O[C@H]2[C@H]1CC/C(COC(=O)CCSSCCC(=O)OC/C1=C/CC[C@@]3(C)O[C@H]3[C@H]3OC(=O)C(=C)[C@@H]3CC1)=C\CC[C@@]1(C)O[C@@H]21	52	-63*	39	20	-85*	-94*	73	25
COC(=O)c1nc(N)nc(C(=O)OC)c1C(=O)C(C)(C)C	105	100	102	95	102	117	164	100
O=C(CCc1ccc(O)cc1)c1c(O)cc(O)c([C@@H]2O[C@H](CO)[C@@H](O)[C@H](O)[C@H]2O)c1O	93	98	98	.	110	108	97	103
Ic1ccc(-c2ccccc2)cc1	106	104	104	103	119	114	77	98
COc1cc(/C=N/NC(=O)CSc2nc3sc4c(c3c(=O)n2-c2ccc(Cl)cc2)CCCC4)ccc1OCc1ccccc1	83	82	96	90	79	123	116	97
CCOC(=O)C(Cc1ccccc1)N/C(CCCO)=C(/C#N)c1nc2ccc(C)cc2c(=O)[nH]1 (centres undefined)	98	110	104	93	111	139	112	119
COc1cc(C2=N/C(=C\c3cc4ccccc4nc3OC)C(=O)O2)cc(OC)c1OC	103	105	98	.	107	116	111	97
COc1ccc(NC(=O)CSc2nnc(-c3ccc(-c4nc5ccccc5[nH]4)cc3)o2)cc1	63	-87*	-5.6*	41	35	-54*	147	50
CC(=O)c1c(C)nc2ccccc2c1/C=C/c1ccc(F)cc1	82	90	93	76	85	93	85	91

# One compound at a time, as listed above. Values in the order: SNB-75 | SF-539 | SNB-19 | CAKI-1 | ACHN | RXF 393 | A498 | SF-268
# `C=C1C(=O)O[C@H]2[C@H]1CC/C(COC(=O)CCSSCCC(=O)OC/C1=C/CC[C@@]3(C)O[C@H]3[C@H]3OC(=O)C(=C)[C@@H]3CC1)=C\CC[C@@]1(C)O[C@@H]21` as listed: 52 | -63* | 39 | 20 | -85* | -94* | 73 | 25
# `O=C(CSc1nc2ccccc2c(=O)n1-c1ccc(S(=O)(=O)Nc2ccc(Cl)nn2)cc1)NCc1ccccc1` as listed: 88 | 100 | 100 | 86 | 103 | 82 | 82 | 99
# `O=C(CCCn1c2c(sc3ccccc32)c(=O)n2nnc(-c3ccccc3)c12)NCCc1cnc[nH]1` as listed: -55* | -97* | 27 | -84* | -19* | -67* | 27 | -49*
# `O=C1/C(=N/Nc2ccc(Cl)cc2)CCCc2ccccc21` as listed: 96 | 97 | 92 | 74 | 97 | 102 | . | 93
# `CC(=O)c1c(C)nc2ccccc2c1/C=C/c1ccc(F)cc1` as listed: 82 | 90 | 93 | 76 | 85 | 93 | 85 | 91

# Additional entries:
compound	SNB-75	SF-539	SNB-19	CAKI-1	ACHN	RXF 393	A498	SF-268
N#CC(c1ccccc1)c1ccc([N+](=O)[O-])cc1 (centres undefined)	86	104	93	92	97	97	.	109
O=C1CCCCC1Nc1ccc(Cl)cc1 (centres undefined)	102	105	114	95	87	110	102	105
C=C(C)[C@@H]1CC[C@]2(COC3CCCCO3)CC[C@]3(C)[C@H](CC[C@@H]4[C@@]5(C)CC[C@H](OC(=O)c6cccc(OC(C)=O)c6OC(C)=O)C(C)(C)[C@@H]5CC[C@]43C)[C@@H]12 (some centres undefined)	91	95	102	90	97	110	91	98
CN(C)c1ccc(/C=N\NC(=O)c2cccnc2)cc1	92	106	104	120	105	103	116	.
CCCNC(=S)Nc1ccccc1	106	107	97	106	106	92	103	98
O=c1oc2ccc(O)cc2cc1-c1c[nH]c2ccccc12	50	79	83	79	85	94	87	92
COc1ccc2nc3cc(Cl)ccc3c(Nc3cc(C(C)C)c(O)cc3C)c2c1	64	59	.	.	62	.	60	64
Oc1cc2c(cc1Nc1ncnc3c1oc1ccccc13)CCCC2	89[50 µM]	89[50 µM]	91[50 µM]	74[50 µM]	92[50 µM]	108[50 µM]	98[50 µM]	89[50 µM]
CN(C)N=Nc1c(Br)cc(Br)cc1Br	71	100	105	101	102	.	.	133
CC(=O)NC(C)=O	98	110	104	94	108	118	118	115
CCC1(CC)CNC(=O)NC1=O	94	97	103	106	100	114	82	107
CCCCc1ccc(C(Cl)(c2ccccc2)c2ccccc2)cc1	99	114	105	90	115	110	110	102
CCCSc1ccc2nc(NC(=O)OCC3(C)COC3)[nH]c2c1	107	99	98	93	111	.	104	102
COc1ccc(C2=CC(c3ccc(C)cc3Br)N3C=CSC3=N2)cc1OC (centres undefined)	88	104	98	105	109	95	92	105
CCOC(=O)c1cnc2c(C)cc(C)cc2c1Nc1ccc(OC)c(OC)c1	66	92	92	94	98	112	100	90
Cc1ccc2nc(NC(=O)CSc3nc(-c4ccc(F)cc4)c(C#N)c(=O)[nH]3)sc2c1	84	97	102	86	99	114	94	101
CN1CCN(c2nc(Nc3ccc(O)cc3)nc3ccccc23)CC1	75	47	56	.	49	77	85	53
O=C1NC(=C(Cl)Cl)/C(=N/S(=O)(=O)N2CCCC2C2(C(F)(F)F)N=N2)N1 (centres undefined)	106	95	101	105	108	117	101	113
CCS(=O)(=O)C(C(OC(C)=O)C(OC(C)=O)C(OC(C)=O)C(COC(C)=O)OC(C)=O)S(=O)(=O)CC (centres undefined)	97	103	98	90	109	113	102	108
Cc1cc(=O)oc2cc(OCCCOc3ccc(/C=C/C(=O)Nc4cccc(Cl)c4)cc3)ccc12	118	57	63	108	27	73	81	74
Cc1ccccc1CNc1c2ccccc2nc2ccccc12	45	3.3*	27	25	12	7.8*	-2.2*	43
NC(=O)NNC(=O)NNC(N)=O	91	97	101	98	91	.	109	117
CC(=O)C1=C(C)NC(=O)NC1c1ccccc1 (centres undefined)	87	99	101	91	101	111	76	102
N#CC1(Nc2ccc3c4c(cccc24)CC3)CCCCC1	79	108	107	75	101	90	.	97
CCCNC(=O)CCCNc1ncnc2c1ncn2-c1cccc(C(C)O)c1 (centres undefined)	96	97	97	103	99	106	91	98
COc1ccc2[nH]cc(C(c3cc(F)cc(F)c3)c3c[nH]c4ccc(OC)cc34)c2c1	86	93	83	101	83	81	78	80
CN(C)c1ccc(CSc2ccccc2)cc1	103	102	103	107	100	109	90	102
CCN(CCO)C(=O)C(C)O (centres undefined)	92	95	.	90	109	91	105	107
CCN(CC)CCOC(=O)c1ccc(NC(=O)CN(CC)CC)cc1	70	98	100	.	111	110	101	96
CCn1cc(C(=O)O)c(=O)c2cc3c(cc21)OCO3	113&85	98&104	96&119	100&93	98&102	116	115&112	105&127
COc1ccc(/C=C(/CC(=O)c2ccc(Cl)c(Cl)c2)C(=O)NN)cc1	71	91	86	61	87	91	.	56
COc1ccc2[nH]c(O)c(N=Nc3nc(-c4ccccc4)cs3)c2c1	-1.9*	-12*	20	14	-16*	4.3*	-35*	17
O=C1CCN(c2ccccc2)N1Cn1nnc2ccccc21	81	101	99	90	110	91	87	107
Cc1cc(C)c2cc3cccc[n+]3cc2c1	96	108	97	91	108	120	141	93
CCN(CC)C(=O)c1nc(-c2cccc3ccccc23)no1	89	97	87	123	101	94	78	97
CCN1C(=O)/C(=C/c2ccc(Cl)cc2)SC1=S	99	113	98	98	99	106	85	103
NNC(=O)CSc1ncnc2c1c(-c1ccccc1)cn2-c1ccc(Cl)cc1	93	103	103	87	94	94	106	104
Cc1ccc(S(=O)(=O)NC(=O)NNC(=O)C(=O)Nc2ccc(F)cc2)cc1	94	102	112	104	104	112	108	103
Clc1cc2cc(-c3nc4ccccc4[nH]3)c(Cl)nc2cc1Cl	83	101	91	98	90	104	84	83
NS(=O)(=O)c1ccc(Nc2ccccc2)c([N+](=O)[O-])c1	99	94	86	.	98	.	101	116
Cn1ncc(Cl)c1-c1cc(C(=O)N[C@H](CN)Cc2cccc(F)c2)sc1Cl	-46*	-32*	9.1*	11	19	-36*	-61*	27
N#Cc1cnc(NCCc2ccncc2)nc1-n1cnc2ccccc21	83	61	95	8.5*	26	53	30	53
C1CCOC1	95	90	102	96	98	96	99	108
COc1ccc(/C(C)=C(\c2ccc(Cl)cc2)c2ccc(OCCN3CCCCC3)cc2)cc1	89	44	63	37	77	33	87	59
NS(=O)(=O)c1ccc(CCn2c(SCC(=O)N/N=C/c3ccccc3Cl)nc3ccccc3c2=O)cc1	71	83	75	64	83	73	81	73
COC1CC(C)C(OC)c2cc(O)cc(c2O)NC(=O)/C(C)=C/C=C\C(C)C(OC(N)=O)/C(C)=C\C(C)C1OC (centres undefined)	48	6.3*	38	54	29	-21*	.	63
O=Cc1ccc(O)cc1O	.	93	93	100	106	101	95	94
COc1ccc(Cn2c(C)nc3c([N+](=O)[O-])cccc32)cc1	99	85	83	64	80	91	56	90
COC(=O)c1cccc(NC(=O)c2ccc(-c3cccc([N+](=O)[O-])c3)o2)c1	96	93	92	90	96	74	86	99
O=C(CCc1nnc(Cc2ccccc2Cl)o1)c1nc2ccccc2[nH]1	88	109	96	82	98	107	110	109
COc1ccc(/C=C2\CCCC3=C2NC(N)=NC3c2ccc(OC)c(OC)c2)cc1OC (centres undefined)	64	85	89	56	27	21	91	64
O=C(O)CCCN1C(=O)/C(=C\c2cn(-c3ccccc3)nc2-c2ccc(Cl)cc2)SC1=S	101	102	96	94	99	134	114	95
CC(=O)C1CC1	130	101	110	106	98	102	120	108
COc1cc(C)cc2oc3oc(=N)c(-c4csc(-c5cc6ccccc6oc5=O)n4)cc3c(=O)c12	87	101	103	93	102	99	89	100
CCN(CC)c1ccc(NC(=S)Nc2ccc(N(CC)CC)cc2)cc1	97	.	113	101	93	100	82	97
CCOC(=O)c1c(N/C=C/C(=O)c2cc3cc(Br)ccc3oc2=O)sc2c1CCCC2	98	86	85	94	103	109	117	96
CCOC(=O)c1csc(NC(=O)c2ccc(N3CCCCC3)c([N+](=O)[O-])c2)n1	80	97	94	84	101	127	103	92
COc1cccc(/C=N/NC(=O)CSc2nc3ccccc3c(=O)n2CCc2ccc(S(N)(=O)=O)cc2)c1	87	95	95	36	86	97	.	93
COc1cc(-c2noc(-c3ccc(N)cc3)n2)cc(OC)c1OC	68	93	92	76	90	96	49	93
CCOC(=O)SC1=Nc2c(c(-c3ccccc3)cn2-c2ccc(C)cc2)C2=NCCN12	73	96	92	66	100	104	.	89

# Going on with the list:
compound	SNB-75	SF-539	SNB-19	CAKI-1	ACHN	RXF 393	A498	SF-268
Fc1ccc(-c2cc(-c3ccco3)nc(OCCn3cncn3)n2)cc1	85	109	98	96	105	117	99	100
Cc1c(C(=O)NC(Cc2ccccc2)C(O)C(=O)NCc2ccccc2)[nH]c2ccccc2c1=O (centres undefined)	98	113	99	100	103	111	102	98
Cc1ccc(C(=O)/C(Cl)=N/O)cc1	99	95	106	93	104	112	115	99
COc1ccc(S(=O)(=O)NCCNc2nccc(-n3ccc4cccnc43)n2)cc1	.	108	101	91	102	98	91	98
O=C(C[n+]1ccc2ccccc2c1)c1ccc(Br)cc1	76	92	90	80	89	93	.	92
Nc1nnc(-c2cc(=O)oc3ccc(Cl)cc23)s1	83	97	101	92	105	100	88	105
C=C1CCc2nc(SCC(=O)O)ccc2N1	85	101	93	97	102	94	86	103
CC1CCc2c(sc3nc(SCC(=O)c4cccc(Br)c4)n(-c4ccccc4)c(=O)c23)C1 (centres undefined)	55	18	65	6.4*	-61*	91	114	65
CCCCCOC(=O)c1cccc(NC(=O)CN(CC)CC)c1	103	99	106	.	.	106	113	104
COc1cc2c(cc1OC)C(=O)C(Br)CC2 (centres undefined)	53	68	85	10	42	41	74	65
O=C(O)c1cccc(-c2ccc(/C=N/NC(=O)c3[nH]c4ccc(Br)cc4c3-c3ccccc3)s2)c1	30	16	26	75	44	-2.3*	100	39
CCOC(=O)C12CCCC1=NN=C2C1=NN=C2CCCC21C(=O)OCC (centres undefined)	98	93	.	91	95	107	101	105
CCOc1cc2c(cc1CC(Br)CBr)OCO2 (centres undefined)	83	97	99	94	95	.	95	101
O=C(c1ccc2ccccc2c1)c1cccc(F)c1C(=O)O (tested in a mixture with another compound)	93	102	107	92	102	105	107	114
N#Cc1c(NC(=O)c2ccccc2)n[nH]c1N	67	84	92	91	88	106	67	89

# 3 entries already listed, arranged by molar mass, high to low.
compound	SNB-75	SF-539	SNB-19	CAKI-1	ACHN	RXF 393	A498	SF-268
Cc1ccc(S(=O)(=O)NC(=O)NNC(=O)C(=O)Nc2ccc(F)cc2)cc1	94	102	112	104	104	112	108	103
Clc1cc2cc(-c3nc4ccccc4[nH]3)c(Cl)nc2cc1Cl	83	101	91	98	90	104	84	83
CN(C)c1ccc(/C=N\NC(=O)c2cccnc2)cc1	92	106	104	120	105	103	116	.

# (more compounds)
compound	SNB-75	SF-539	SNB-19	CAKI-1	ACHN	RXF 393	A498	SF-268
CCCCCCCCCCCCCCCCNC(=S)N/N=C/c1cc(Br)ccc1O	76	66	66	74	48	76	113	60
O=C(Nc1cccc2c1CCCC2)c1cc2ccccc2cc1O	64	34	30	.	38	39	11	38
Nc1cc(C(F)(F)F)cc(C(F)(F)F)c1	80	117	111	108	113	.	125	110
Cc1nc2c([nH]1)c(=O)n(C)c(=O)n2C	97	98	104	104	98	.	108	104
